TexasRed fluor = Texas Red fluorescence interference in TRb-SRC2 counter-screen. TRb/SRC2 Texas Red total fluorescence interference. Potency, µM (doses to about 106 µM), for the others: top-dose fluorescence change, negative = quenching. 280,000 compounds, 0.29% hits; active = well fitted curve in either direction with a large enough effect; inconclusive = small, poorly fitted or top-dose-only effect; also: potency is read from the fitted curve at half-maximal effect; % is scaled to controls: 0 for no effect and ±100 for the full control effect
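Human TRb ligand-binding domain at 0.6 uM with 20 nM Texas Red SRC2 peptide in Tris buffer containing 1 uM T3 and 5% DMSO, incubated with compound 5 h at ambient temperature. Total fluorescence (555/632 nm) calculated as parallel + 2 × perpendicular.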
Epigenetic derep = epigenetic control regulation, reporter derepression | murine LDR cells, GFP reporter derepression, 30 h | 280,000 compounds, 0.2% hits | Potency, µM (doses to about 53.9 µM), for the others: at the highest dose GFP activation, actives largely listed as activators | AID 1865; also: potency is read from the fitted curve at half-maximal effect; % of control where 0% means no effect; nearly all actives have a fitted effect of over 60% in size
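Murine LDR cells bearing a silenced CMV-driven GFP reporter were exposed to compound for 30 h at 37 C. After PBS washes, GFP-positive cells (20-120 um objects) counted by laser-scanning microplate cytometry.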
TRb SRC2 PPI = inhibitors of human thyroid hormone receptor beta-SRC2 interaction; P10828; TRbeta-SRC2 peptide binding, fluorescence polarization; receptor liganded with 1 µM T3; Potency, µM (doses to about 106 µM), without a hit: at the highest dose activity change, negative = inhibition, most hits filed as inhibitors; 280,000 compounds, 0.065% hits; AID 1469;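 also: potency is read from the fitted curve at half-maximal effect; plate controls were bound peptide for no effect and peptide without receptor for full effect; nearly all actives have a fitted effect of over 50% in size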
Target sequence (P10828 whole entry, looked up): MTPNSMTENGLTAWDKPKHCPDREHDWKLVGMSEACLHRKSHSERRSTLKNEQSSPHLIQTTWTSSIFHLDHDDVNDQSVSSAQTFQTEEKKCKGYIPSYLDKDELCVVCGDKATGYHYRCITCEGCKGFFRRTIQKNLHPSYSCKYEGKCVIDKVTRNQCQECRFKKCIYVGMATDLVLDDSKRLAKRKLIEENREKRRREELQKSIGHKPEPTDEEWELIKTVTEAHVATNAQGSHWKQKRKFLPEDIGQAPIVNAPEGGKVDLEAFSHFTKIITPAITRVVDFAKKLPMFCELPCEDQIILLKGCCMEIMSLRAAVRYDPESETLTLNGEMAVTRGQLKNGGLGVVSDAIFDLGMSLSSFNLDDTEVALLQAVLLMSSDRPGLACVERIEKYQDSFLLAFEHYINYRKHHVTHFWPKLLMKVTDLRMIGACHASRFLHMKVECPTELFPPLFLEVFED
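Human TRb LBD (0.6 uM) plus Texas Red-labeled SRC2 peptide (20 nM), 1uM T3, 5% DMSO, 5 hr at ambient temperature. Decreased polarization (555/632 nm) flags inhibition; data normalized to free and bound peptide controls.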
aGal spleen mod = inhibits or activates alpha-galactosidase in human spleen homogenate | human spleen homogenate, 4MU-alpha-Gal fluorescence, 40 min | 240,000 compounds, 0.008% hits | Potency, µM (titrated, usually from 80 µM), inactives show at the top dose activity change, negative = inhibition, most hits filed as inhibitors | P06280 | AID 2107;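 also: potency is read from the fitted curve at half-maximal effect; 0% = enzyme with vehicle and -100% = no enzyme basal signal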
Target sequence (P06280 32-429 limits assumed): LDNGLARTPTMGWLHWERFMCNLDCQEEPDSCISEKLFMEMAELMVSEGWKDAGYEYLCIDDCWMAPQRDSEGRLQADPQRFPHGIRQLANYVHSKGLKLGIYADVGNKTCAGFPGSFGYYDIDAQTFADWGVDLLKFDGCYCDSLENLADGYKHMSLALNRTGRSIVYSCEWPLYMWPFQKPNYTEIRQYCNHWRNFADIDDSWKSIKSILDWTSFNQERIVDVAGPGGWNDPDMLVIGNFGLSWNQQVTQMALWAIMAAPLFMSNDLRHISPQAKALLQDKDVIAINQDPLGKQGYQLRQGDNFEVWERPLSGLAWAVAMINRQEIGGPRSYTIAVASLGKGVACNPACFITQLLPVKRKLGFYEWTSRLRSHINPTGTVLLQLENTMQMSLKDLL
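Human spleen homogenate (1 ug) was the enzyme source, with 4-methylumbelliferyl-alpha-D-galactopyranoside (1 mM final) in pH 5.0 citrate buffer with 0.01% Tween-20. Compounds were titrated; after 40 min at 37C, NaOH/glycine stop, 4-MU fluorescence read; AC50 from Hill fits.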
CBFb-RUNX1 inh = CBF-beta/RUNX1 interaction disruption. AID 1477. 230,000 tested, under 10 active. Potency, µM (top dose mostly 59.8 µM), inactives show at the top dose activity, negative = inhibition, most hits filed as inhibitors. AlphaScreen CBFb-His/RUNX1-biotin binding, biochemical; also: % of control where 0% means no effect
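Inhibition was taken as any reduction in AlphaScreen signal from the CBF-beta–RUNX1 pair (His and biotin tags, 30 nM each), measured after compound (15 min) and bead (90 min) incubations at room temperature.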
NPSR antag = blocks cAMP signaling of the human neuropeptide S receptor; Q6W5P4; CHO-NPSR cells, cAMP TR-FRET, antagonist mode; Potency, µM (highest dose often 38.3 µM), for the others: at the top dose activity change, negative = inhibition, usual class: inhibitors; 220,000 compounds, 1% hits; also: potency is read from the fitted curve at half-maximal effect; % is scaled to controls: 0 for no effect and ±100 for the full control effect; nearly all actives have a fitted effect of over 50% in size; many of its hits are not listed in these tables
Tau fluor counter = counter-screen for tau fibril formation inhibitors. 280,000 compounds, 0.93% hits. tau K18 P301L (four-repeat tau fragment) Alexa594 fluorescence, heparin fibrillization. Potency, µM (series often up to 57.7 µM), for inactives: top-dose activity change, negative = decrease; also: potency is read from the fitted curve at half-maximal effect; % is scaled to controls: 0 for no effect and ±100 for the full control effect; nearly all actives have a fitted effect of over 55% in size
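Human K18 P301L tau (15 uM unlabeled plus 0.24 uM Alexa 594-labeled, final) in 100 mM sodium acetate pH 7 was mixed with compound and 20 uM heparin and incubated 6 hr at 37 C.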
Tau fibril FP = tau fibrillization inhibition (FP). P10636. K18 P301L tau heparin fibrillization, Alexa594 FP, 6 h. Potency, µM (titrated, usually from 57.7 µM), inactives show at the highest dose activity, negative = inhibition, most hits filed as inhibitors. 280,000 compounds, 0.39% hits. AID 1468; also: potency is read from the fitted curve at half-maximal effect; % is scaled to controls: 0 for no effect and ±100 for the full control effect; nearly all actives have a fitted effect of over 55% in size
Target sequence (P10636 561-689 P618L limits assumed): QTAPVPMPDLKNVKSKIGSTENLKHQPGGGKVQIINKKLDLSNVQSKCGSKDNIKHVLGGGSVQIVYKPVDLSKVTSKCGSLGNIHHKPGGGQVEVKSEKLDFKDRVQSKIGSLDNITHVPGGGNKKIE
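K18 P301L tau (15 uM unlabeled/0.24 uM Alexa 594-labeled, final) + compound + heparin 20 uM final; 100 mM NaOAc pH 7; 6 hr 37 C; ThT 30 uM final added, 1 hr RT; FP ex 555/em 632 nm.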
Active calls of the source: *; [ ] = dose if it differs, or a comment. Unless noted, calls follow the shape of the dose curve; as a rule, active = well fitted curve in the direction sought with a large enough effect; inconclusive = small, poorly fitted or top-dose-only effect, or another doubt; inactive = no such curve, though single readings can be large; an effect the other way counts as inactive or inconclusive. A portion of the library, so the mix of outcomes need not match the whole.

For CCOC(=O)c1[nH]c(C)c(CN(Cc2ccco2)C(=O)C(F)(F)F)c1C the results were TexasRed fluor -2.8%, Epigenetic derep 2.2%, TRb SRC2 PPI 5.2%, aGal spleen mod -11.0%, CBFb-RUNX1 inh -2.2%, NPSR antag -27.4%[46.1 µM], Tau fluor counter -19.1% and Tau fibril FP 7.2%.
For CC(C)Cn1c(N)c(C(=O)COC(=O)c2ccc3ccccc3n2)c(=O)n(C)c1=O the results were TexasRed fluor 0.0%, Epigenetic derep 1.6%, TRb SRC2 PPI -10.5%, aGal spleen mod -9.7%, CBFb-RUNX1 inh 2.0%, NPSR antag -15.4%[46.1 µM], Tau fluor counter -6.0% and Tau fibril FP -1.1%.
For CC1(C)CC(NC(=S)NCc2ccc3c(c2)OCO3)CC(C)(C)N1 the results were TexasRed fluor -1.3%, Epigenetic derep -2.3%, TRb SRC2 PPI -9.1%, aGal spleen mod -7.9%, CBFb-RUNX1 inh 6.4%, NPSR antag 11.4%, Tau fluor counter 0.3% and Tau fibril FP 5.6%.
CCCn1c(SCC(=O)Nc2cc(Cl)ccc2Cl)n[nH]c1=O was read as TexasRed fluor 1.1%, Epigenetic derep 0.2%, TRb SRC2 PPI 0.2%, aGal spleen mod 10.4%, CBFb-RUNX1 inh -2.3%, NPSR antag -12.1%, Tau fluor counter -4.4% and Tau fibril FP 2.2%.
Screening O=S(=O)(Nc1nc2ccccc2nc1NCC1CCCO1)c1ccc(F)cc1 (stereo unspecified) returned TexasRed fluor -1.3%, Epigenetic derep -4.2%, TRb SRC2 PPI 2.2%, aGal spleen mod 4.6%, CBFb-RUNX1 inh 4.0%, NPSR antag 21.1%, Tau fluor counter -10.3% and Tau fibril FP -2.3%.
`COc1ccccc1NC(=O)CN1CCN(c2ccccc2)CC1` gave TexasRed fluor -3.1%, Epigenetic derep -0.9%, TRb SRC2 PPI 8.9%, aGal spleen mod -5.6%, CBFb-RUNX1 inh -4.6%, NPSR antag -12.4%, Tau fluor counter -9.6% and Tau fibril FP 3.2%.
CCOC(=O)N1CCN(C(=O)C2CCN(Cc3cccc(OCc4ccccc4)c3)CC2)CC1 was read as TexasRed fluor -1.9%, Epigenetic derep 1.1%, TRb SRC2 PPI 0.7%, aGal spleen mod -3.0%, CBFb-RUNX1 inh 2.5%, NPSR antag 7.7%, Tau fluor counter 1.3% and Tau fibril FP 2.2%.
Screening CC(C(=O)O)N1CCCCC1 (stereo unspecified) returned TexasRed fluor 0.1%, Epigenetic derep -0.9%, TRb SRC2 PPI 0.9%, aGal spleen mod 1.1%, CBFb-RUNX1 inh 8.5%, NPSR antag 16.9%, Tau fluor counter -11.2% and Tau fibril FP -4.0%.
`CC1(C)CC(=O)c2cc(C#N)c(=O)n(-c3ccc(Cl)cc3)c2C1` gave TexasRed fluor -19.4%, Epigenetic derep -1.8%, TRb SRC2 PPI 3.9%, Tau fluor counter -3.5% and Tau fibril FP -3.0%.
CCC(=O)Oc1c(Sc2ccc(Cl)cc2)c(C)nn1-c1ccccc1 was read as TexasRed fluor -0.1%, Epigenetic derep -4.1%, TRb SRC2 PPI -5.4%, Tau fluor counter -29.6% and Tau fibril FP inconclusive.
Screening Cc1ccc(OCc2nnc(NC(=O)c3ccco3)s2)cc1 returned TexasRed fluor -3.7%, Epigenetic derep 0.1%, TRb SRC2 PPI -2.7%, aGal spleen mod -9.9%, CBFb-RUNX1 inh 3.2%, NPSR antag -6.9%[46.1 µM], Tau fluor counter -8.4% and Tau fibril FP 4.5%.
For O=S(=O)(Nc1cc2nc3ccccc3nc2n1Cc1ccccc1)c1ccc(Cl)cc1 the results were TexasRed fluor 1.4%[53 µM], Epigenetic derep inconclusive, TRb SRC2 PPI -26.2%[53 µM], aGal spleen mod -4.9%, CBFb-RUNX1 inh 8.1%, NPSR antag 9.1%, Tau fluor counter 14.1µM*[quencher] and Tau fibril FP inconclusive.
`CCCCN(CC)C(=O)c1ccc2c(c1)NC(=O)c1ccccc1S2` gave TexasRed fluor -24.1%, Epigenetic derep 1.1%, TRb SRC2 PPI 6.3%, Tau fluor counter -19.7% and Tau fibril FP -1.4%.
CCOc1cc(CNc2ccc(O)cc2)ccc1OCc1ccc(Cl)cc1Cl was read as TexasRed fluor 19.1%, Epigenetic derep inconclusive, TRb SRC2 PPI 28.2µM*, aGal spleen mod 0.0%, CBFb-RUNX1 inh -0.3%, NPSR antag -24.1%[46.1 µM], Tau fluor counter inconclusive and Tau fibril FP 22.4µM*.
For Cc1ccnc(NS(=O)(=O)c2cccc3nsnc23)c1 the results were TexasRed fluor -0.6%, Epigenetic derep -1.1%, TRb SRC2 PPI 0.9%, aGal spleen mod 3.8%, CBFb-RUNX1 inh -1.8%, NPSR antag -5.5%[46.1 µM], Tau fluor counter -4.8% and Tau fibril FP 11.0%.
Screening Cc1cccnc1NC(=O)C(C)N1C(=O)c2ccccc2C1=O (stereo unspecified) returned TexasRed fluor 0.3%, Epigenetic derep 0.9%, TRb SRC2 PPI -0.1%, aGal spleen mod 5.9%, CBFb-RUNX1 inh 8.2%, NPSR antag 8.9%, Tau fluor counter -19.8% and Tau fibril FP -6.6%.
For COc1ccc(C2CC(c3cccs3)=NN2C(=O)CSc2nc3ccccc3s2)cc1 (stereo unspecified) the results were TexasRed fluor 0.9%, Epigenetic derep 2.3%, TRb SRC2 PPI -3.3%, aGal spleen mod 2.3%, CBFb-RUNX1 inh -9.2%, NPSR antag -21.6%[46.1 µM], Tau fluor counter -20.8% and Tau fibril FP -16.0%.
`Cc1ccc(-n2ncc3c(NNC(=O)c4cccs4)ncnc32)cc1` gave TexasRed fluor 0.7%, Epigenetic derep -1.4%, TRb SRC2 PPI -0.7%, aGal spleen mod -4.1%, CBFb-RUNX1 inh 3.2%, NPSR antag 4.8%, Tau fluor counter -12.8% and Tau fibril FP 4.2%.
For Cc1ccc(S(=O)(=O)NC2=NCN(Cc3cccnc3)CN2)cc1 the results were TexasRed fluor 2.7%, Epigenetic derep 2.5%, TRb SRC2 PPI 6.5%, aGal spleen mod 4.0%, CBFb-RUNX1 inh -3.5%, NPSR antag -4.3%[46.1 µM], Tau fluor counter 1.9% and Tau fibril FP 2.7%.
Screening Cc1ccc([N+](=O)[O-])cc1NC(=S)NC(=O)c1ccco1 returned TexasRed fluor -1.5%, Epigenetic derep -1.0%, TRb SRC2 PPI -1.4%, aGal spleen mod 2.3%, CBFb-RUNX1 inh 10.8%, NPSR antag 29.9%, Tau fluor counter -3.4% and Tau fibril FP 4.5%.
Screening COc1cccc(N(C(=O)CCl)C(C(=O)NCCc2ccccc2)c2cccs2)c1 (stereo unspecified) returned TexasRed fluor -0.8%, Epigenetic derep -0.9%, TRb SRC2 PPI -0.7%, aGal spleen mod -3.4%, CBFb-RUNX1 inh -3.6%, NPSR antag -30.1%, Tau fluor counter -15.2% and Tau fibril FP 11.8%.
For O=C(CCCn1cnc([N+](=O)[O-])n1)Nc1cc(Cl)ccc1O the results were TexasRed fluor -1.8%, Epigenetic derep 2.6%, TRb SRC2 PPI -0.2%, aGal spleen mod -19.8%, CBFb-RUNX1 inh -0.4%, NPSR antag -15.3%, Tau fluor counter -1.9% and Tau fibril FP -4.6%.
Cc1c(C(=O)NCCN2CCOCC2)oc2ccccc12 was read as TexasRed fluor -3.6%, Epigenetic derep 0.0%, TRb SRC2 PPI 1.4%, aGal spleen mod -5.8%, CBFb-RUNX1 inh 3.1%, NPSR antag -1.1%[46.1 µM], Tau fluor counter 1.5% and Tau fibril FP 2.8%.
`Cc1ccc(C(=O)c2ccccc2C(=O)OCC(=O)NCCc2ccc(Cl)cc2Cl)cc1` gave TexasRed fluor 1.0%, Epigenetic derep 0.0%, TRb SRC2 PPI -5.3%, aGal spleen mod -2.2%, CBFb-RUNX1 inh 5.8%, NPSR antag inconclusive, Tau fluor counter -14.6% and Tau fibril FP 0.9%.
Cc1ccc(CNC(=O)N2CCC(CN3CCC(C)CC3)CC2)cc1 was read as TexasRed fluor 0.9%, Epigenetic derep 0.0%, TRb SRC2 PPI 1.2%, Tau fluor counter -1.4% and Tau fibril FP -0.5%.
`Cc1nn(CC(=O)N2CCN(c3ccccc3)CC2)c(=O)c2cc3cc(F)ccc3n12` gave TexasRed fluor 6.9%, Epigenetic derep 0.0%, TRb SRC2 PPI 4.2%, Tau fluor counter -9.8% and Tau fibril FP 0.0%.
Screening COc1ccccc1-c1nc(-c2cccc(C)c2)no1 returned TexasRed fluor -1.8%, Epigenetic derep 0.0%, TRb SRC2 PPI -3.7%, aGal spleen mod 5.4%, CBFb-RUNX1 inh -2.1%, NPSR antag -17.7%[46.1 µM], Tau fluor counter 5.6% and Tau fibril FP 4.8%.
Cc1cc(=O)n2c(nc3ccccc32)[nH]1 was read as TexasRed fluor 1.2%, Epigenetic derep 1.2%, TRb SRC2 PPI -6.0%, aGal spleen mod 5.4%, CBFb-RUNX1 inh 3.0%, NPSR antag -5.5%[46.1 µM], Tau fluor counter -3.5% and Tau fibril FP -11.1%.
Screening COc1ccc(Cl)cc1NC(=O)CSc1nnc(C)n2c1cc1occc12 returned TexasRed fluor -1.5%, Epigenetic derep inconclusive, TRb SRC2 PPI 2.3%, Tau fluor counter -10.8% and Tau fibril FP -10.3%.
O=[N+]([O-])c1ccccc1OCCCn1cnc2ccccc21 was read as TexasRed fluor -2.0%, Epigenetic derep 1.1%, TRb SRC2 PPI 0.4%, aGal spleen mod 3.5%, CBFb-RUNX1 inh -3.2%, NPSR antag -5.3%, Tau fluor counter -0.6% and Tau fibril FP 3.8%.

Assay outcomes deposited in PubChem by National Center for Advancing Translational Sciences (NCATS).
